# High-throughput results (PubChem BioAssay)
# hcDAF12 agonist = activators of H. contortus DAF-12 nuclear receptor | HEK293 hcDAF-12 lit1-tk-luc reporter, luminescence; 0% DMSO, 100% Δ7-dafachronic acid | activation, % at 6.8 µM | actives 1.4% (n = 370,000) | AID 652067;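 active = activation above the mean of all tested compounds plus 3 SD, cut at about 5.5% in these data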;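 also: 100% = response to 3 µM Δ7-dafachronic acid high control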
# FXN GAA850 act = increases GAA850 frataxin promoter reporter activity | HEK293 lucGAA850 FXN promoter luciferase reporter, 24 h; percent of 10 µM SAHA response | activation, % at 6 µM | actives 0.56% (n = 360,000) | AID 540364;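 active = activation above the average of all compounds screened plus 3 SD, cutoff fixed separately per campaign, cut at about 7.5% in these data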;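 also: 0% = DMSO wells and 100% = 10 µM SAHA wells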
# SMARCA2 activ = activators of SMARCA2 function. AID 652017. MG213 cells, MMTV-luciferase reporter, dexamethasone, overnight. actives 1% (n = 370,000). activation, % at 9.1 µM; in the data active = activation above about 7.8%;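 also: 0% = vehicle wells and 100% = reference activator wells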
# proKLK7 act = activates the human kallikrein-7 zymogen; P49862; purified proKLK7, EDANS-DABCYL substrate fluorescence; 100% is mature enzyme control, 0% vehicle; activation, % at 7 µM; actives 0.9% (n = 370,000);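 active = activation above the mean of all tested compounds plus 3 SD, computed per campaign excluding outliers beyond control limits, cut at about 13% in these data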
# Target sequence (P49862 whole entry, looked up): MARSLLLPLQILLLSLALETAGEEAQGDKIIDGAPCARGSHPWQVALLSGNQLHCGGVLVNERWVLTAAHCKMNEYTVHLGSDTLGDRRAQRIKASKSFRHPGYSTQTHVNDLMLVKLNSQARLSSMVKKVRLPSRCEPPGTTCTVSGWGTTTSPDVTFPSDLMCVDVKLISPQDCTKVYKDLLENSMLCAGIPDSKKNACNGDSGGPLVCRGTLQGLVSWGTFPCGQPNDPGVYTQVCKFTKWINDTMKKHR
# GC-A act = GC-A (human) enzyme activation; P16066; HEK293 GC-A cells, cGMP TR-FRET, EC30 ANP; 0% at EC30 ANP, 100% saturating ANP; activation, % at 10 µM; actives 0.14% (n = 370,000); in the data active = activation above about 40%
# hgDAF12 agonist = agonists of H. glycines DAF-12 nuclear receptor. actives 1.8% (n = 370,000). HEK293 GAL4-hgDAF12 UAS-luciferase reporter, agonist luminescence; normalized to butyrate control. AID 687014. activation, % at 6.8 µM;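 active = activation above a cutoff set at the mean of all screened compounds plus 3 SD, cut at about 10% in these data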;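 also: 0% = DMSO wells and 100% = sodium butyrate wells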
# DAX1 inh-1 = inhibitors of human orphan nuclear receptor DAX1 (NR0B1). HEK293 Gal4-DAX1 luciferase reporter, luminescence. P51843. actives 0.99% (n = 340,000). inhibition, % at 6.75 µM. AID 504766;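 active = inhibition above the mean over all tested compounds plus 3 SD, cut at about 4.2% in these data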;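 also: 0% = DAX1-transfected cells with DMSO and 100% = empty-vector control cells with DMSO; inhibition shows as a rise in luminescence from relieved DAX1 repression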
# Target sequence (P51843 207-470 limits assumed): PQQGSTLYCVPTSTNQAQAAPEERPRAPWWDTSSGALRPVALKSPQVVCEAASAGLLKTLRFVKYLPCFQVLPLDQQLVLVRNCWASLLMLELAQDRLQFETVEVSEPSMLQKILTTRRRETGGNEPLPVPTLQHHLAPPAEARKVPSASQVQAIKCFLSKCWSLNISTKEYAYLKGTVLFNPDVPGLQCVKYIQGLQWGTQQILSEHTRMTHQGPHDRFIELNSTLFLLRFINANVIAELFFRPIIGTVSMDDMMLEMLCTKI
# ssDAF12 agonist = S. stercoralis DAF-12 activation, primary screen. HEK293 ssDAF-12/GRIP1 lit1-tk-luc reporter, luminescence; % of 3 µM dafachronic acid response. actives 1% (n = 370,000). activation, % at 6.8 µM;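 active = activation above the mean over all tested compounds plus 3 SD, cut at about 0.9% in these data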;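 also: 0% = DMSO-only wells and 100% = 3 µM delta7-dafachronic acid wells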
# sPLA2-III inh = Blocks human group III sPLA2 activity. Q9NZ20. QFRET BODIPY PC-A2 liposome hydrolysis, fluorescence. inhibition, % at 12.2 µM. actives 0.56% (n = 370,000). AID 743126;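 active = inhibition above mean plus 3 SD of compounds lying within the high and low control bounds, cut at about 19% in these data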;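 also: 0% = median of test compound wells and 100% = no enzyme DMSO wells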
# Target sequence (Q9NZ20 whole entry, looked up): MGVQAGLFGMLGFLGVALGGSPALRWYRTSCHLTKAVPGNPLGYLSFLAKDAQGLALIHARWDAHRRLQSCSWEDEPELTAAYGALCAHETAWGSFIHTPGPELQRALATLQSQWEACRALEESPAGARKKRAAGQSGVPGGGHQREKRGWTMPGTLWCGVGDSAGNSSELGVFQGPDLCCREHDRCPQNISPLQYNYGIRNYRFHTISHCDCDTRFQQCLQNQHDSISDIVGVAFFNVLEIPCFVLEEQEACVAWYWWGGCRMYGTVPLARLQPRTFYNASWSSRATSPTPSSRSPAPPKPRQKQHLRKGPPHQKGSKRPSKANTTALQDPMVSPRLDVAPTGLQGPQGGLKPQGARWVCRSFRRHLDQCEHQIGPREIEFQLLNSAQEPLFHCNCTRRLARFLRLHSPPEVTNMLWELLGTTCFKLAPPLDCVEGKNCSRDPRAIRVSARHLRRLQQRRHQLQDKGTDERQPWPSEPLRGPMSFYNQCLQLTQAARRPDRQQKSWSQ
# DAX1 inh-2 = DAX1 (NR0B1) inhibition, primary screen; HEK293T StAR-luciferase reporter, SF-1/DAX-1 repression relief; inhibition, % at 6.8 µM; actives 1.1% (n = 370,000); AID 652010;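 active = inhibition above the mean over all tested compounds plus 3 SD, cut at about 3.6% in these data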;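 also: 0% = DAX-1 cells with DMSO and 100% = cells lacking DAX-1 with DMSO; higher inhibition means more luminescence from relief of DAX-1 repression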
# GC-B act = GC-B (human) receptor activation | P20594 | HEK293-GC-B cells, CNP EC30, cGMP TR-FRET; 0% at EC30 CNP, 100% saturating CNP | activation, % at 10 µM | actives 0.11% (n = 370,000) | AID 1920062;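 active = activation at 10 µM reaching about 35% in either raw or pattern-adjusted values, limit read from the data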
# Numbers without * were called inactive; x = not tested or not shown. An excerpt; rates above refer to the full screens.
SMILES,hcDAF12 agonist,FXN GAA850 act,SMARCA2 activ,proKLK7 act,GC-A act,hgDAF12 agonist,DAX1 inh-1,ssDAF12 agonist,sPLA2-III inh,DAX1 inh-2,GC-B act
OC(CN1CCC(c2c[nH]c3ccccc23)CC1)C(F)(F)F (configuration not stated),-0.4,-1.6,-2,-0.1,1,-0.2,0.3,-1.6,-30,-0.7,-2
CCc1ccc(NC(=O)CCNC(=O)N2C[C@H]3C[C@@H](C2)c2cccc(=O)n2C3)cc1,-0.1,1.9,2,-0.4,1,0.3,0.5,-0.8,0,0.7,4
Clc1ccc(CNC2CN3CCC2CC3)cc1 (configuration not stated),-1.9,-0.6,-3,0.2,-1,-1.0,0.2,-1.3,13,0.3,5
CCC(c1nnnn1-c1ccc(OC)cc1)N1CCC2(CC1)C(=O)NCN2c1ccccc1 (configuration not stated),0.2,x,-1,0.3,-6,-1.5,x,-0.6,-9,-1.8,-11
Cc1ccccc1C(O)(Cc1ccccc1)C1CN2CCC1CC2 (configuration not stated),2.3,-3.0,-3,-0.1,-36,3.7,-0.1,-1.4,-3,-0.8,-29
COC(=O)C1=C(c2ccc(F)cc2F)C[C@@H]2CC[C@H]1N2C(=O)NCc1ccc(C(F)(F)F)cc1,-1.9,-0.5,2,0.0,-3,-1.8,-0.5,-1.4,-4,0.1,3
O=C(Cc1cc(=O)[nH]c(=O)[nH]1)N1CCN(CCO)CC1,0.4,-0.9,-2,-0.1,-6,1.2,1.8,-0.4,12,0.7,-13
Nc1ccccc1C(=O)OCC(=O)Nc1ccc(Br)cc1F,-0.8,-0.2,5,1.1,7,0.6,0.3,-0.8,-12,0.4,-6
O=C(O)c1ccc(NC(=O)N2C[C@H]3C[C@@H](C2)c2cccc(=O)n2C3)cc1,0.7,0.0,1,0.2,6,-2.3,-1.3,-1.5,2,0.4,-1
Cc1ccccc1NC(=NCCCN1CC1)Nc1ccccc1C,-1.4,0.2,-1,0.9,-16,-4.2,1.0,-1.6,6,0.1,1
CCc1ccc(N2C(=O)NC(=O)/C(=C\C=C\c3ccco3)C2=O)cc1,0.8,6.4,2,-0.2,2,-0.3,0.2,-1.4,4,0.3,-4
CCOc1ccc(NC(=O)N2C[C@H]3C[C@@H](C2)c2cccc(=O)n2C3)cc1,0.2,0.4,0,0.5,6,-1.4,2.3,-1.1,3,0.1,2
CCc1cccc2c(C#N)cn(CC(=O)N3CCOCC3)c12,1.0,-1.3,-3,-0.8,-2,0.4,-0.8,-1.0,-7,-0.2,1
CN(C)c1cc[n+](CC(O)C[n+]2ccc(N(C)C)cc2)cc1,-0.2,2.8,1,-0.1,4,3.6,3.5,-0.9,0,-0.5,-3
COC(=O)C1=C(c2ccccc2)C[C@@H]2CC[C@H]1N2C(=O)NCC1CC1,-1.2,0.1,0,0.2,-2,-0.3,0.3,-1.0,-1,-0.3,-6
N=C1c2ccccc2CN1c1ncccn1,-0.6,-1.4,1,0.5,16,1.0,1.1,0.7,1,0.5,-8
Cc1cccc(N2CCC3(CC2)C(=O)NC(=O)NC3=O)c1,-0.6,0.6,1,0.4,0,-0.1,1.5,-0.8,-7,-0.9,3
COC(=O)C1=C(c2c(C)noc2C)C[C@@H]2CC[C@H]1N2C(=O)N1CCOCC1,-1.0,-2.8,-1,0.7,-5,-0.5,0.7,-0.7,3,-0.3,-4
CC(C)n1c(=O)c(C=Nc2ccc(S(N)(=O)=O)cc2)c(O)n(Cc2ccco2)c1=O,-1.2,1.2,-3,0.0,-3,3.1,-0.2,-1.1,3,0.2,-1
COc1ccccc1CCNCc1ccc(OC)c(OC)c1OC,1.9,-1.4,-3,0.3,-15,-0.8,-0.2,-0.9,0,-0.2,-10
O=C1NC(=O)C(=Cc2ccc3ccccc3c2)C(=O)N1,0.4,7.1,-2,-4.8,7,2.5,-0.2,-0.9,10,0.3,0
COc1cccc(-c2nc(CS(=O)CC(=O)N3CCC4(CC3)OCCO4)c(C)o2)c1 (configuration not stated),-0.3,-1.7,-1,-0.4,3,0.4,3.1,-1.9,-4,-0.2,2
CCOC(=O)[C@]12Cc3ccc(C)cc3[C@H]1N(C1CCCCC1)C(=O)c1cc(OC)ccc12,-2.9,x,-10,0.4,-27,-11,x,-1.9,2,-4.3,-19
C/C(=N\NC(=O)c1ccccc1O)c1c(O)n(Cc2ccccc2)c(=O)[nH]c1=O,0.5,1.1,-2,-0.4,-2,3.6,2.9,-0.6,-12,0.2,-1
O=C1NCN(c2ccccc2)C12CCN(C(c1cccs1)c1nnnn1-c1ccc3c(c1)OCCO3)CC2 (configuration not stated),-0.2,x,0,0.2,-15,0.8,x,-1.5,-8,-1.4,-9
C[C@@H]1CN(C2CCC(C#N)(c3ccc(F)cc3)CC2)CC[C@]1(C(=O)O)c1ccccc1 (some centres not stated),-0.2,-2.3,-4,-0.1,3,5.1,-0.4,-0.4,9,0.3,3
COc1ccc(OC)c(CN2CCN(C(=O)COc3cccc(C)c3)CC2)c1,-0.4,-1.1,1,-0.1,-5,0.2,0.9,-1.0,3,0.2,-5
C[N+]1=C(/C=C/Nc2ccccc2)C(C)(C)c2ccccc21,-2.1,2.0,-6,0.1,-1,-2.5,-0.1,-1.6,8,-0.9,-3
CC[C@@H]1C[C@H]2CC[C@H](O2)[C@H](C)C(=O)O[C@@H](C)C[C@@H]2CC[C@@H](O2)[C@@H](C)C(=O)O[C@H](C)C[C@H]2CC[C@H](O2)[C@H](C)C(=O)O[C@@H](C)C[C@@H]2CC[C@@H](O2)[C@@H](C)C(=O)O1,-6.4,x,-6,0.0,-9,-11,x,-2.6,-5,-6.3,-6
COc1ccccc1-n1c(O)c(/C=N/N2CCCCC2)c(=O)n(-c2ccccc2OC)c1=S,-0.5,-1.2,-1,5.1,4,0.9,0.2,-0.8,-11,-0.2,0
CC(C)OC12Oc3ccccc3C=C1N1CCC2CC1 (configuration not stated),-1.4,0.4,-1,-0.9,6,-0.6,0.8,-0.9,0,-0.7,2
O=C(NC1CC1)c1cn(Cc2ccccc2)nc1-c1ccccc1,-0.6,-2.4,-1,-0.1,0,-0.2,-0.6,-0.7,1,-1.3,-5
[N-]=[N+]=NCCN1CCC(O)CCC1=O (configuration not stated),-1.4,1.4,1,-0.4,-2,1.1,0.4,-0.6,5,-0.2,-5
CC1=NN(c2ccccc2)C(=O)C1/C=C1\C(=O)NC(=O)N(c2cc(C)cc(C)c2)C1=O (configuration not stated),-0.6,-0.4,-2,-1.6,2,1.0,-0.7,-1.0,-4,0.0,0
CCC(C)C12CN3CCN(CC(C)(C3)C1O)C2 (configuration not stated),0.2,-1.7,-3,0.1,-2,-2.4,0.1,-0.8,3,0.2,4
O=S(=O)(c1cccc(C(F)(F)F)c1)N1Cc2ccccc2-n2nncc2C1,-0.9,-0.6,-1,0.6,-4,0.9,0.6,-1.1,-5,-0.8,-6

# Structural class, those above with a COOH group.
SMILES,hcDAF12 agonist,FXN GAA850 act,SMARCA2 activ,proKLK7 act,GC-A act,hgDAF12 agonist,DAX1 inh-1,ssDAF12 agonist,sPLA2-III inh,DAX1 inh-2,GC-B act
O=C(O)c1ccc(NC(=O)N2C[C@H]3C[C@@H](C2)c2cccc(=O)n2C3)cc1,0.7,0.0,1,0.2,6,-2.3,-1.3,-1.5,2,0.4,-1
C[C@@H]1CN(C2CCC(C#N)(c3ccc(F)cc3)CC2)CC[C@]1(C(=O)O)c1ccccc1 (some centres not stated),-0.2,-2.3,-4,-0.1,3,5.1,-0.4,-0.4,9,0.3,3

# The results go on.
SMILES,hcDAF12 agonist,FXN GAA850 act,SMARCA2 activ,proKLK7 act,GC-A act,hgDAF12 agonist,DAX1 inh-1,ssDAF12 agonist,sPLA2-III inh,DAX1 inh-2,GC-B act
NN=C1C(Cl)=C(Cl)C(Cl)=C1Cl,0.8,-0.8,2,-0.2,0,-1.1,-0.1,-0.6,-1,0.6,-8
Cc1ccc(-c2ccc(=O)n(CC(=O)N3CCC4(CC3)OCCO4)n2)cc1,-2.1,2.5,4,-0.2,3,1.4,1.9,-1.6,1,-0.1,-1
Cc1c(O)ccc(C(=O)CN2CC(C)OC(C)C2)c1O (configuration not stated),-1.5,-1.0,1,-1.7,3,-1.4,0.5,-0.8,1,-0.4,-1
C[C@H](NC(=O)N1C[C@H]2C[C@@H](C1)c1cccc(=O)n1C2)C(=O)Nc1cccc(F)c1,-1.1,-0.9,1,0.3,-2,-1.5,2.2,-1.6,1,-0.5,7
O=c1c2ccccc2nc(/C=C/c2ccc3c(c2)OCO3)n1-c1ccccc1,-3.4,-0.7,1,-0.5,-8,-1.4,-2.1,-1.0,-2,-1.3,-4
O=C1CCCC2C3CCCN4CCCC(CN12)C34 (configuration not stated),0.1,1.9,1,-0.8,2,1.4,1.6,-1.0,1,0.8,3
Cc1ccc(NP(=O)(Nc2ccc(C)cc2)Oc2ccccc2)cc1,-0.6,0.9,-1,0.2,-4,-1.3,-0.2,-1.7,-12,-0.8,-9
Clc1ccccc1CN1CCN(c2ccccc2)CC1,-1.5,2.1,4,0.3,-1,-0.9,0.9,-1.5,2,0.2,3
COC(=O)C1C2c3ccccc3C(c3ccccc32)C1C(=O)OC (configuration not stated),-0.5,-0.3,2,0.0,-4,-2.4,-0.2,-1.4,3,0.0,-3
Cc1c(C(=O)N2CCC3(CC2)OCCO3)sc2ncnc(N3CCN(c4ccccn4)CC3)c12,-1.8,-5.7,0,0.0,-3,-3.7,0.3,-2.1,11,-2.5,-6
O=c1cccc2n1CC1CC2CN(S(=O)(=O)c2ccc(F)cc2)C1 (configuration not stated),0.5,0.3,0,0.1,1,2.5,1.4,-1.1,0,-0.3,2
CN1CCN(C(=O)COc2ccc3ccccc3c2Br)CC1,1.8,3.2,0,-0.1,1,2.9,0.8,-0.7,-1,0.7,-2
CN1CCC(c2c[nH]c3ccc(O)cc23)CC1,-0.4,-0.6,-5,0.0,-3,2.9,-0.1,-1.6,2,-0.1,-4
CC(=NCCCN1CCOCC1)c1c(O)[nH]c(=O)[nH]c1=O,0.4,-0.7,-1,-0.6,0,0.6,-0.2,-1.1,1,0.4,1
CCOC(=O)Cn1cc(C=C2C(=O)N(C)C(=O)N(C)C2=O)c2ccccc21,4.7,3.5,6,0.8,12,0.8,0.9,-0.4,1,0.0,12
O=C1NC2C(=CC(O)C(O)C2O)c2cc3c(c(O)c21)OCO3 (configuration not stated),-5.7,-14,-10,-22,4,-16,-6.9,-2.7,4,-7.2,5

# Gathered by group, the compounds so far with a cyano group.
SMILES,hcDAF12 agonist,FXN GAA850 act,SMARCA2 activ,proKLK7 act,GC-A act,hgDAF12 agonist,DAX1 inh-1,ssDAF12 agonist,sPLA2-III inh,DAX1 inh-2,GC-B act
CCc1cccc2c(C#N)cn(CC(=O)N3CCOCC3)c12,1.0,-1.3,-3,-0.8,-2,0.4,-0.8,-1.0,-7,-0.2,1
C[C@@H]1CN(C2CCC(C#N)(c3ccc(F)cc3)CC2)CC[C@]1(C(=O)O)c1ccccc1 (some centres not stated),-0.2,-2.3,-4,-0.1,3,5.1,-0.4,-0.4,9,0.3,3
